# From PubChem BioAssay
# All columns: NCI-60 one-dose screen, growth in % after 48 h at 10 µM unless noted; 100 = growth as untreated, 0 = no growth, -100 = all killed.
# A498 = A498 renal cancer cells. AID 1794774. 76,000 compounds, 5.4% hits
# HCT-15 = HCT-15 colon cancer; 82,000 compounds, 5.2% hits; AID 1794746
# COLO 205 = COLO 205 colon cancer; AID 1794742; 79,000 compounds, 7.3% hits
# SW-620 = SW-620 colon cancer; 82,000 compounds, 5.2% hits
# KM12 = KM12 colon cancer cells; 82,000 compounds, 5% hits
# HT29 = HT29 colon cancer | 81,000 compounds, 7.4% hits | AID 1794748
# HCC-2998 = HCC-2998 colon cancer | 79,000 compounds, 4.7% hits
# SNB-75 = SNB-75 CNS cancer; 79,000 compounds, 5% hits; AID 1794750
# HCT-116 = HCT-116 colon cancer; 82,000 compounds, 7.3% hits
# * = called active by the depositor; x = no result given; & = joins results of further samples; ! = not active in a repeat. The calls were made as follows: active = growth percent below 10; inactive = the rest.
SMILES,A498,HCT-15,COLO 205,SW-620,KM12,HT29,HCC-2998,SNB-75,HCT-116
CCOC(=O)c1c(Nc2ccccc2)nn2c(-c3ccc4ccccc4c3)ccnc12,x,71,107,97,87,93,110,92,93
COc1ccc2c(c1OC)OCC(CN(C)C)C2=O (configuration not stated),104,-59*,-75*,-78*,97,73,105,93,78
COc1ccc(Oc2nc(Nc3ccc(N4CCOCC4)cc3)ncc2NC(=O)c2cccc(C(F)(F)F)c2)cc1,63,59,85,87,59,42,76,82,70
CNC(=O)Oc1ccc2c(c1)[C@]1(C)CCN(C)[C@@H]1N2C,135,102,111,111,107,107,109,104,104
O=[N+]([O-])c1cccc([I+]c2cccc([N+](=O)[O-])c2)c1,87,89,65,88,110,74,95,93,77
CN(C(=O)CCCCC(=O)N(C)c1ccccc1)c1ccccc1,100,97,108,106,107,96,100,x,104
O=C1CC(c2ccccc2)NN1 (configuration not stated),87,x,115,114,118,102,104,104,100
N#Cc1c(-c2ccccc2)nc2c(c(-c3ccccc3)nn2-c2ccccc2)c1-c1ccc(O)cc1,-1.0*,35,42,17,47,85,72,33,35
N#Cc1c(-c2cccs2)cc(-c2cnccn2)nc1SCC(=O)Nc1ccccc1,77,92,101,103,98,97,101,81,97
Cc1oc2nc[nH]c(=O)c2c1C(=O)/C=C/c1ccc(Cl)cc1,62,20,71,8.5*,14,13,83,-11*,14
O=C1CC(c2nc3ccccc3s2)CN1Cc1ccccc1 (configuration not stated),96,104,116,102,103,104,111,105,95
CCCCn1c(N)c(N(CC)C(=O)c2ccc(Cl)cc2)c(=O)[nH]c1=O,176,102,114,103,98,109,109,77,103
CCCCCC(=O)OCC(=O)O[C@@H]1C[C@]2(C(C)C)O[C@@]1(C)[C@@H]1CC[C@@H](C)[C@H]1[C@@H]2OC(=O)/C=C/c1ccccc1,-89*,69,74,49,85,56,88,89,74
O=C(c1ccccc1)c1ccc(O)cc1,77,102,113,107,102,102,109,107,100
CC(=O)C(C)c1ccccn1 (configuration not stated),93,104,102,100,100,112,105,93,99
COc1ccc(-n2nc(C)c3c(Oc4ccc(NC(=O)Nc5ccc(Cl)c(C(F)(F)F)c5)cc4)ncnc32)cc1,98,99,106,94,103,110,107,91,103
CC1CCc2c(sc3nc(SCC(=O)c4ccccc4)[nH]c(=O)c23)C1 (configuration not stated),x,102,130,104,107,105,112,106,107
NCC(=O)OC(c1ccccc1)(c1ccccc1)c1ccccc1,119,107,104,115,100,95,117,88,106
O=C(Nc1ccc(Br)cc1)Nc1ccc2nc(NS(=O)(=O)c3ccc4ccccc4c3)sc2c1,87,95,x,96,97,114,114,98,89
CCn1c(Cc2ccccc2Nc2c(Cl)cccc2Cl)nnc1SCC(=O)NN1C(=O)/C(=C/c2ccc(OC)cc2)SC1=S,x,97,110,96,104,97,104,93,80
Cc1cccc(NC=O)c1,106,108,101,106,104,106,109,106,107
N#C/C(=C\c1ccncc1Br)c1nc2ccccc2s1,119,54,120,23,50,70,123,79,18
CCCCCCCCCCCCCCCCNCCC[C@@H](C)[C@H]1CC[C@H]2[C@@H]3[C@H](OCCCN)C[C@@H]4C[C@H](OCCCN)CC[C@]4(C)[C@H]3C[C@H](OCCCN)[C@]12C,-5.9*,7.1*,-41*,-25*,-24*,-41*,-32*,-65*,-17*
O=C(Nc1ccc(F)cc1)c1nscc1NCc1ccc2c(c1)OCO2,101,103,119,100,111,105,89,99,109
CCOC(=O)c1nn(C2CCCCO2)c2ccc(NC(=O)CSc3nc4ccccc4s3)cc12 (configuration not stated),86,99,125,99,103,114,114,76,93
O=C1C=Cc2nc3ccccc3c(=O)n21,x,106,114,103,105,113,108,88,100
CCC(CC)(C(=O)O)C(=O)O,56,104,114,100,102,108,102,90,104
Clc1ccc(C2SC=Cc3ccccc32)cc1 (configuration not stated),102,104,102,103,94,103,109,76,99
O=C(Nc1ccccc1)Nc1cc(=O)[nH]c(SCC(=O)N2CCN(c3cc4c(cc3F)c(=O)c(C(=O)O)cn4C3CC3)CC2)n1,95,112,x,102,99,100,109,102,100
NC(=O)N/N=C/c1cccs1,96,101,113,101,104,101,104,88,103
COc1ccc(-c2nc(N3N=C(c4ccc(Oc5ccc(Br)cc5)cc4)CC3c3cc(OC)c(OC)c(OC)c3)nc(N3CCOCC3)c2C#N)cc1 (configuration not stated),119,100,108,109,107,108,111,88,106
Nc1nonc1-c1nc2ccccc2n1Cc1c(F)cccc1Cl,103,89,105,98,92,86,105,59,85
CN1CCCCC1,95,102,115,107,110,92,100,104,105
O=C1NC(=O)C(=Cc2cn(Cc3cn(Cc4ccc(Cl)cc4Cl)nn3)c3ccccc23)C(=O)N1,38,90,122,92,98,111,117,75,91
Clc1ccc(Nc2ccnc(NCCNc3ccnc4cc(Cl)ccc34)n2)cc1,18,3.7*,-91*,-11*,34,-37*,-89*,4.4*,-71*
O=C(N/N=C\c1ccc(O)cc1)c1ccc2nc(-c3ccc([N+](=O)[O-])cc3)[nH]c2c1,99,102,96,102,100,103,106,97,104
CC(=N/Nc1ccccc1)/C(C)=N/Nc1ccccc1,76,91,100,108,97,107,x,89,x
CC(C(=O)OC(C)(C)C)c1ccccc1 (configuration not stated),89,107,113,101,105,104,102,109,85
Cc1cccc2[nH]c(=S)[nH]c12,101,111,99,103,131,97,x,122,97
O=C1C(C2=CCCCC2)CCCC1C1=CCCCC1 (configuration not stated),80,96,105,96,99,99,100,89,95
CSc1cc(N)ncn1,109,103,104,112,103,104,100,94,101
ClCC(CNCc1ccccc1)c1ccccc1 (configuration not stated),126,102,102,124,106,108,108,109,102
Nc1c(N=Nc2ccc(S(=O)(=O)O)cc2)cc(S(=O)(=O)O)c2ccc(N=Nc3ccc([N+](=O)[O-])cc3)c(O)c12,104,116,127,105,106,99,100,87,94
COc1ccc(C(=O)c2cc(F)c(F)c(OC)c2F)c(OC(=O)C(Cl)Cl)c1OC(=O)C(Cl)Cl,77,61,109,49,59,89,87,96,71
O=c1oc2ccccc2c2nc3c(ccc4ccccc43)cc12,113,107,103,99,106,100,x,105,92
O=C(Cn1c(/C=C/c2ccc([N+](=O)[O-])cc2)nc2ccccc2c1=O)Nc1ccccc1,143,86,67,84,77,46,80,38,61
COc1ccc(-c2cc(C#N)c(/N=C\NNC(=O)c3ccccc3)o2)cc1,63,97,113,100,105,103,98,88,105
CCOC(=O)c1c(-c2ccc(Cl)cc2)c(C#N)c2c(C#N)c(N)nn2c1N,29,47,70,53,59,50,84,80,60
COc1cc(C2CC(c3ccc4c(c3)OCO4)=NN2c2ccccc2)cc(OC)c1OC (configuration not stated),98,81,87,89,61,x,83,59,93
CC(=O)Nc1cc(C(C)=O)n(CCc2c[nH]c3ccc(O)cc23)c1,106,95,90,107,101,84,106,89,102
O=c1[nH]nc(SC2CCCCC2)c(=O)[nH]1,94,106,x,99,107,97,92,82,x
O=C1/C(=C\c2ccc(Cl)cc2)Sc2c(F)cccc21,108,100,109,103,97,100,106,84,91
O=C(c1c2c(nn1-c1ccc(F)cc1)CCC(NCc1ccc(F)cc1)C2)N1CCCCC1 (configuration not stated),91,117,113,101,112,101,111,102,106
CN(C=O)c1cc([N+](=O)[O-])ccc1OCc1ccccc1,x,103,114,x,102,96,100,113,105
CC(C)COc1ccc(-c2nn(-c3ccccc3)cc2/C=C2\SC(=S)N(CCCCCCCCCCC(=O)O)C2=O)cc1,71,91,110,96,92,125,108,92,79
CCOC(=O)c1ccnc2ccc(O)cc12,109,104,109,107,111,113,110,81,108
ClC(Cl)(c1ccccc1)c1ccc(-c2ccccc2)cc1,82,59,99,86,81,74,90,114,64
COc1ccc(C(=O)C(=O)c2ccccc2)cc1,98,92,112,100,102,107,104,104,105
CCCN(CCC)C(=O)C(C)C,90,110,112,102,110,106,116,94,95
O=C(OC1CCCCC1)c1ccc(Cl)cc1,95,109,107,105,106,115,96,100,100
# More entries
SMILES,A498,HCT-15,COLO 205,SW-620,KM12,HT29,HCC-2998,SNB-75,HCT-116
CO[C@@H](C)Cn1c(=O)n(C)c2cnc3ccc(-c4cncc(C(C)(C)O)c4)cc3c21,-56*,7.4*,-25*,9.3*,5.5*,2.3*,x,-42*,3.7*
CNC(=O)c1cc(-c2ccc(NS(=O)(=O)c3ccc(C)cc3)cc2)nc2cccnc12,106,105,116,107,101,109,108,104,111
CNC1=C([N+](=O)[O-])C(c2cccc(Br)c2)C(C#N)=C(c2cccs2)O1 (configuration not stated),100,104,110,102,103,110,96,93,105
CCCOc1cc2c(cc1CCC)OCO2,85,95,108,100,93,109,103,91,97
NC(=S)Nc1ccc(O)cc1,x,107,117,108,104,99,96,91,114
CC(C)(C)n1cc(-c2ccnc(NCCNS(=O)(=O)c3ccc(O)cc3)c2)c(-c2cccc(O)c2)n1,89,107,92,103,95,77,122,74,82
CC1C(/C=N/Nc2ccccc2)C(C#N)(C#N)C1(C#N)C#N (configuration not stated),100,69,105,60,63,98,86,72,67
COc1ccc(-c2nn(-c3ccccc3)cc2/C=C2\SC(=S)N(c3ccc(C)cc3)C2=O)cc1,70,100,113,99,100,102,96,79,94
Cc1ccc(S(=O)(=O)CCOC(=O)CNC(=O)OCc2ccccc2)cc1,110,97,114,120,109,99,103,105,99
CCCCC1(CCCC)NC(=O)NC1=O,95,103,111,96,107,104,97,94,88
COC1OC(CO)C(OC(C)=O)C(OC(C)=O)C1OC(C)=O (configuration not stated),109,107,108,98,97,96,114,87,103
Nc1ncnc2c1ncn2C1CCCO1 (configuration not stated),136,112,124,113,109,104,117,87,115
Nc1ncnc2c1ncn2C1CC(O)C(CO)O1 (configuration not stated),99&105,111&107,107&116,105&115,107&114,115&109,-17*!,93&90,100&103
COc1ccc(-c2cc(-c3ccc(OC)cc3)nc(N3CCN(CCNc4ccnc5cc(Cl)ccc45)CC3)n2)cc1,76,83,91,95,97,42,77,98,83
COc1ccc(-c2oc3c(OC)c4c(c(OC)c3c2-c2cc3c(OC)c5c(c(OC)c3oc2=O)OCO5)OCO4)cc1,56,97,122,104,99,107,112,97,96
Nc1ccccc1NC(=O)c1ccc(NC(=O)C/C=C/c2cccnc2)cn1,-35*,21,-22*,15,26,13,9.5*,29,4.7*
C=C[C@]1(C)CC2=C(C[C@@H]1O)[C@@]1(C)C(CC2=O)C(C)(C)CC[C@H]1O (some centres not stated),107,107,117,109,104,88,100,102,87
O=C(N/N=C/c1coc2ccc(Cl)cc2c1=O)c1cc2oc(-c3ccccc3)cc2[nH]1,112,106,100,103,107,94,85,62,89
O=C(CCl)Nc1nnc(SCC(=O)Nc2ccccc2C(F)(F)F)s1,62,92,110,95,97,100,102,66,79
CCOC(=O)c1cnn(CC(C)O)c1NC(=O)NCc1ccc(C(F)(F)F)cc1 (configuration not stated),110,100,114,106,101,86,101,93,80
COc1ccc(C(=O)/C(C)=N/O)cc1,79,105,115,102,104,99,105,95,93
NC(C(=O)O)C(=O)O,111,105,104,103,105,x,95,101,108
CCCCCCCCCCSC(=N)N (tested in a mixture with another compound),80,12,-59*,39,45,3.1*,-58*,91,56
CN(CCC(=O)c1ccccc1)CCC(=O)c1ccccc1,79,103,89,100,99,117,93,90,93
O=C1NN(C(=O)c2ccc([N+](=O)[O-])cc2)C(c2ccccc2)=N/C1=C/c1ccoc1,82,101,x,99,98,106,102,86,92
CC(=O)c1ccc(Nc2nccc(-c3ccc4ccccc4c3)n2)cc1,1.1*,86,105,99,82,91,104,92,104
Brc1ccc2[nH]cc(-c3cncn3CCc3ccccc3)c2c1,29,53,66,72,68,66,73,37,43
Cc1cccc(NC(=O)Nc2ccc(Oc3ncnc4[nH]c(C)c(C)c34)cc2)c1,97,88,104,84,46,88,110,78,84
